Compound activity as filed in PubChem.
a7 integrin act = integrin-mediated muscular dystrophy alleviation activation. 350,000 compounds, 0.064% hits. Potency, µM (series often up to 38.3 µM), without a hit: at the top dose activation, most hits filed as activators. alpha7betagal myoblasts, beta-gal FDG fluorescence, 48 h. AID 624291;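 note: potency is the fitted concentration of half-maximal effect; 100% = response of the positive control SU9516; nearly all actives have a fitted effect of over 60% in size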
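alpha7betagal+/- myoblasts (passage 13, 250/well) treated 48 h at 37C with compounds at 1:260 dilution of DMSO stock. Lysed, then beta-galactosidase activity read as FDG fluorescence (ex 480/em 540) after 30 min, with pre-read for autofluorescence.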
ASM inhibitor = human S-ASM enzyme inhibition; placental ASM, HMU-PC fluorogenic substrate, 60 min; Potency, µM (highest dose often 57.5 µM), for the others: at the highest dose activity change, negative = inhibition, most hits filed as inhibitors; 340,000 compounds, 0.006% hits; AID 504937; note: potency is the fitted concentration of half-maximal effect
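HMU-PC0 cleavage (9 uM final) by human placental ASM, 60 min at 37 °C following 10 min compound exposure at RT; stopped at pH 10, fluorescence Ex 386/Em 447 nm.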
TCR act = T cell receptor activation; 330,000 tested, under 10 active; Potency, µM (top dose mostly 9.22 µM), for the others: top-dose activation of IL-2 secretion, hits mostly activators; primary human leukocytes, anti-CD3, IL-2 HTRF, 48 h; AID 504894; note: % of control where 0% means no effect
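Activity was scored as IL-2 release from primary human leukocytes given only a TCR signal (a-CD3 beads) plus compound for 48 hr. Detection used a two-antibody HTRF format read at 665nm.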
PTAP TSG101 blk = blocks PTAP/TSG101 interaction to inhibit HIV-1 budding | Q99816 | Fluorescence polarization, FITC-PTAP peptide / Tsg101 binding | Potency, µM (highest dose often 115 µM), without a hit: at the highest dose activity change, negative = inhibition, most hits filed as inhibitors | 340,000 tested, under 10 active | AID 493005; active = well fitted inhibition curve with a large enough effect in the main read-out, with a control signal flat, not every such curve was filed as active; inconclusive = small, poorly fitted or top-dose-only effect, or effect the other way, or a change in a side signal; inactive = no such curve, though single readings can be large or run the other way; note: potency is the fitted concentration of half-maximal effect; % of control where 0% means no effect
Target sequence (Q99816 whole entry, looked up): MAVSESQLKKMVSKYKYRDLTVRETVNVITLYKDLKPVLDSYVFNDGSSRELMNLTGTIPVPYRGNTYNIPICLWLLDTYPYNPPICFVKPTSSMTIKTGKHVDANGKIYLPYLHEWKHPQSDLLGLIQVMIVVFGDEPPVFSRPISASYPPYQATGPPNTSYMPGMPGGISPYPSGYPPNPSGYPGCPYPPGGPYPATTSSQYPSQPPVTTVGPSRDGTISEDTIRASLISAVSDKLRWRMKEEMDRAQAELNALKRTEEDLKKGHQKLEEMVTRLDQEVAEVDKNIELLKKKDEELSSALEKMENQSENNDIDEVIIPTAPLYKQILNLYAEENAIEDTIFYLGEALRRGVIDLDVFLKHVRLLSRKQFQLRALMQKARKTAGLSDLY
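Compounds were pin-transferred onto Tsg101 binding domain (10 uM final) in HEPES pH 7.5 buffer, then FITC-PTAP peptide was added at 50 nM final. After 20 min at RT, polarization reported peptide displacement across a qHTS concentration series.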
Mito fusion act = inhibitors of mitochondrial division or activators of mitochondrial fusion | S. cerevisiae fusion-defective mutant growth rescue, CellTiterGlo 48 h | Potency, µM (doses to about 46.1 µM), without a hit: top-dose growth rescue (activation), actives largely listed as activators | 320,000 compounds, 0.23% hits | AID 485298;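 note: potency is the fitted concentration of half-maximal effect; % of control where 0% means no effect; nearly all actives have a fitted effect of over 45% in size; temperature-sensitive fusion mutants such as fzo1-1 at 37 °C on non-fermentable ethanol glycerol medium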
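Luminescent cell viability in 1536-well qHTS format served as the measure of rescued growth in ts fusion-mutant S. cerevisiae cultured on non-fermentable YPEG for 48 hours at 37C.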
CXXC DNA block = inhibitors of human MLL CXXC domain-DNA interaction. Q03164. MLL-CXXC / FITC-HOXA9 DNA fluorescence polarization. Potency, µM (highest dose often 115 µM), inactives show at the top dose activity change, negative = inhibition, usual class: inhibitors. 290,000 compounds, 0.037% hits. AID 2662; active = well fitted inhibition curve with a large enough effect in the polarisation, with a control signal flat, not every such curve was filed as active; inconclusive = small, poorly fitted or top-dose-only effect, or effect the other way, or a change in a side signal; inactive = no such curve, though single readings can be large or run the other way; the % refers to the polarisation; note: potency is the fitted concentration of half-maximal effect
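Steps: dispense CXXC domain solution (7 uM) → pin compounds or unlabeled HOX-A9 DNA control → 5 min ambient → add FLSN-HOX-A9 solution (50 nM) → spin → 30 min ambient → fluorescence polarization. Tris pH 7.5/NaCl/DTT/BSA buffer.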
Menin-MLL TR inh = displaces Texas Red mutant MLL peptide from human menin; O00255; Menin + Texas Red MLL mutant peptide, fluorescence polarization; Potency, µM (top dose mostly 61.6 µM), inactives show at the top dose FP activity change, negative = inhibition, most hits filed as inhibitors; 270,000 compounds, 0.23% hits; AID 1768; active = well fitted inhibition curve with a large enough effect in the polarisation, with a control signal flat, not every such curve was filed as active; inconclusive = small, poorly fitted or top-dose-only effect, or effect the other way, or a change in a side signal; inactive = no such curve, though single readings can be large or run the other way; the % refers to the polarisation; note: potency is the fitted concentration of half-maximal effect; % of control where 0% means no effect; many of its hits are not listed in these tables
Target sequence (O00255 whole entry, looked up): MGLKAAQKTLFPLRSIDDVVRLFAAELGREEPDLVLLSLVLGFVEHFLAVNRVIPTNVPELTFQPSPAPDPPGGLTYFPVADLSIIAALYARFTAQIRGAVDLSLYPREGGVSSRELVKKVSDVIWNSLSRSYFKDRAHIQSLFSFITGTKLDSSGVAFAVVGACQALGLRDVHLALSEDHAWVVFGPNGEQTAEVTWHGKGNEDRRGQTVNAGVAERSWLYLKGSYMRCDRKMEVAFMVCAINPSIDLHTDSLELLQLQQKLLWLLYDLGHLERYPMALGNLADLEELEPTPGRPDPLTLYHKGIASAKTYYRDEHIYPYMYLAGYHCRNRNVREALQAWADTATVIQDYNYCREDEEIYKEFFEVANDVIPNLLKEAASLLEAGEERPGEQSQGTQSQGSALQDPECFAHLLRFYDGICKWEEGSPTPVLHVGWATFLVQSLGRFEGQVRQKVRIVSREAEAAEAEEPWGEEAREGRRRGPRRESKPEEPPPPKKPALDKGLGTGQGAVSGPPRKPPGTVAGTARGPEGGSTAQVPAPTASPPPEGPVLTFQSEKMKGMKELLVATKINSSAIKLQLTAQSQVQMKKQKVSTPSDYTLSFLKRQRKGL
TSHR antagonist = antagonists of human thyroid stimulating hormone receptor | P16473 | activity change, negative = inhibition, % at 11.5 µM | 330,000 compounds, 0.2% hits | TSHR-expressing cells, TSH-stimulated cAMP HTRF, 2 h; hits give low values;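 active = activity change below a set negative limit, meaning inhibition stronger than a set level, cut at about -70% in these data; inconclusive = activity change between two set negative limits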; note: % is set by controls: 0 for no effect and ±100 for the full control effect
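Read-out is FRET at 665 nm (cryptate excitation 337 nm) from a cryptate-tagged anti-cAMP antibody, competed by cell cAMP against cAMP-d2. Compounds are tested on freshly harvested TSHR cells challenged with 4nM TSH (EC80) for 2 hours at 37 deg C.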
MBNL1 CUG block = MBNL1-poly(CUG) RNA binding inhibition; 280,000 compounds, 0.036% hits; Q9NR56; Potency, µM (doses to about 57.5 µM), without a hit: at the highest dose activity change, negative = inhibition, actives largely listed as inhibitors; TR-FRET MBNL1-His/biotin-(CUG)12 binding, 665/545 ratio; active = well fitted inhibition curve with a large enough effect in the signal ratio, with a control signal flat, not every such curve was filed as active; inconclusive = small, poorly fitted or top-dose-only effect, or effect the other way, or a change in a side signal; inactive = no such curve, though single readings can be large or run the other way; the % refers to the signal ratio; note: potency is the fitted concentration of half-maximal effect; % is set by controls: 0 for no effect and ±100 for the full control effect
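MBNL1-His + Biotin-(CUG)12, cpd titration 92 nM–58 uM; Tb anti-His Ab 0.055 ng/ul, SA-XL665 5 nM (final); 60 min RT; ratiometric 665/545 nm, Ex 340 nm; normalized to buffer and full-complex controls.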
AT treatment = candidate therapy for ataxia-telangiectasia; […] A-T fibroblasts, KAP-1 phosphorylation AlphaLISA; neocarzinostatin DNA damage 30 min before lysis; AID 485349; Potency, µM (titrated, usually from 57.5 µM), without a hit: at the highest dose activation, hits mostly activators; 320,000 compounds, 0.19% hits; note: potency is the fitted concentration of half-maximal effect; % of control where 0% means no effect; nearly all actives have a fitted effect of over 45% in size
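hTERT-immortalized A-T patient fibroblasts ([…]), 500 cells/well in OPTI-MEM, 1% FBS, got compounds for 60 min, then NCS for 30 min at 37C. Lysates were then assayed for phospho-KAP-1 by AlphaLISA (anti-pKAP1 donor, anti-KAP1 acceptor beads), 6 hr at 25C.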
Numbers without * were called inactive; ? = inconclusive; . = no result given; [ ] = remark or other dose. Unless noted, calls come from the whole dose curve; as a rule, active = well fitted curve in the direction sought with a large enough effect; inconclusive = small, poorly fitted or top-dose-only effect, or another doubt; inactive = no such curve, though single readings can be large; an effect the other way counts as inactive or inconclusive. An excerpt; the hit share may differ from the screen's.

Fields – a7 integrin act | ASM inhibitor | TCR act | PTAP TSG101 blk | Mito fusion act | CXXC DNA block | Menin-MLL TR inh | TSHR antagonist | MBNL1 CUG block | AT treatment
> Cc1ccnc(NC2(C(F)(F)F)N=C3SCCN3C2=O)c1 (configuration not stated)
→ 12% | 7% | -1% | -1% | 1% | 4% | 2% | 1 | -7% | -1%
> O=C(CN(c1ccc([N+](=O)[O-])cc1)S(=O)(=O)c1ccccc1)N1CCCCC1
→ -4% | 0% | -26% | -2% | 8% | 5% | -13% | 4 | ? | -5%
> O=C(c1cn(-c2ccccc2)nc1-c1cccnc1)N1CCN(S(=O)(=O)c2ccccc2F)CC1
→ -24% | 1% | 4% | 1% | -1% | . | . | -15 | . | 6%
> COc1cc(C2C3=C(CC(C)(C)CC3=O)N(C)C(=O)N2C)cc(OC)c1OC (configuration not stated)
→ 4% | 3% | 2% | -6% | -2% | -1% | -5% | -2 | -2% | 2%
> CCC1(C)Cc2ccccc2-c2nc(NCCCO)n(C)c(=O)c21 (configuration not stated)
→ -29% | 26% | 0% | 0% | 3% | 7% | . | 3 | . | 6%
> O=C(CSc1ccc(-c2ccc(F)cc2)nn1)N1CCN(c2ccccc2)CC1
→ 1% | 6% | -1%[46.1 µM] | 0% | -1% | -1% | -14% | 4 | 2% | 9%
> OCC1CCN(Cc2cn(Cc3ccccc3)nc2-c2cc3ccccc3o2)CC1
→ -38% | 0% | 2% | -1% | -16% | 3% | -22% | 10 | 5% | -2%
> O=C1Cc2cc(S(=O)(=O)Nc3cccc(F)c3)ccc2N1
→ -1% | 2% | 7% | -3% | -1% | . | . | -2 | . | -10%
> O=C(COC(=O)c1cc(Br)ccc1Cl)NC1CC1
→ -1% | -3% | 1%[46.1 µM] | -2% | -2% | 18% | 5% | 8 | 1% | 2%
> O=C(NCCCNC(=O)c1ccccc1Br)c1ccccc1Br
→ 0% | 2% | -3% | -5% | 0% | -14% | -9% | 2 | -2% | -3%
> CN(CC(=O)Nc1ccc(F)c(F)c1F)C(=O)c1ccc2c(c1)NC(=O)CS2
→ 1% | 2% | 2% | 1% | -4% | . | . | -1 | . | 8%
> Cc1cc(C)nc(OC(C(=O)O)C(OCCc2ccccc2)(c2ccc(F)cc2)c2ccc(F)cc2)n1 (configuration not stated)
→ 31% | 5% | 0% | -5% | 1% | ? | 18% | -3 | 9% | 0%
> Cc1nc(NC(=O)c2cccc(-c3cc4ccccc4oc3=O)c2)ccc1Br
→ -9% | 20% | 1%[46.1 µM] | 1% | -2% | 5% | -1% | -6 | ? | 4%
> Cc1ccccc1C(=O)Oc1cc(N)n(S(=O)(=O)c2ccccc2)n1
→ -5% | -2% | -9% | -5% | -6% | 142%[activator] | -1% | -5 | -5% | -1%
> COc1ccc(CNC(=O)C(=O)c2cn(CC(=O)N3CCOCC3)c3ccccc23)cc1
→ 9% | -3% | 3% | -8% | 0% | -4% | . | -7 | 14% | 3%
> N#Cc1c(Nc2ccccc2)c(/C=N/N=C/c2ccccc2)c[nH]c1=O
→ -9% | -9% | -5%[46.1 µM] | -1% | -4% | -7% | 27% | -7 | 15% | 0%
> Cc1ccc(N2C(=O)C3N=NN(CC(=O)N4N=C(c5ccccc5)CC4c4ccccc4)C3C2=O)cc1 (configuration not stated)
→ -18% | -6% | 4% | -10% | 8% | 5% | ? | 1 | 3% | 4%
> C=CCn1c(N)c(C(=O)NCC2CCCO2)sc1=S (configuration not stated)
→ -19% | -3% | 5% | 0% | 1% | 0% | 13% | 26 | 0% | 6%
> COc1ccc(N2CCN(C(=O)c3ccc4c(Cl)c5c(nc4c3)CCCC5)CC2)cc1
→ -22% | -22% | 1% | -12% | -2% | -1% | -2% | 7 | 42%[activator] | 5%
> COc1ccc(NC(=O)N(C)C[C@H]2Oc3c(NC(=O)Cc4ccccc4)cccc3C(=O)N([C@H](C)CO)C[C@@H]2C)cc1
→ 1% | 3% | -17% | -6% | . | . | . | 0 | . | 3%
> Cn1cnnc1SCCOc1ccc(Cl)cc1
→ 17% | -1% | 1% | -1% | -2% | -5% | 5% | -2 | -1% | 1%[11.5 µM]
> Cc1ccc(C(=O)Nc2ccc3c(c2)nc2n3CCSC2)cc1
→ -7% | -1% | 6% | -4% | 10% | 9% | 10% | -3 | 1% | -3%
> CCN1C(=O)[C@H]2[C@H]3CN=C(SCc4ccc(C#N)cc4)N3[C@@](Cc3ccccc3)(C(=O)OC)[C@H]2C1=O
→ -2% | 4% | -14%[46.1 µM] | -7% | . | . | . | 0 | . | 8%
> O=C(NCc1ccc2c(c1)OCO2)C1CCCN(C(=O)c2ccc(Cl)cc2)C1 (configuration not stated)
→ -12% | -1% | 1% | -4% | 6% | 13% | -3% | 0 | -1% | 0%
> Cc1ccc(C(=O)N2C(=O)C(c3ccccc3)Oc3ccccc32)cc1 (configuration not stated)
→ -18% | -2% | 0% | 0% | -2% | 12% | . | 13 | -4% | 31%
> O=C(O)CCn1c(-c2ccccn2)nc2ccccc21
→ 16% | 0% | 4% | -1% | 0% | -9% | -1% | 8 | -3% | -11%
> NC(=O)CN1CCN(C(=O)NC2CCCCC2)CC1
→ 25% | 3% | 1% | 0% | -3% | -4% | 0%[11.7 µM] | -3 | 9% | 5%
> CC(c1ccccc1F)n1cc(C(=O)NCCc2ccco2)nn1 (configuration not stated)
→ -14% | 1% | 1% | -9% | 0% | -6% | -2% | -4 | 5% | 7%
> CC1=NN(C(N)=S)C(=O)C1N=Nc1cccc([N+](=O)[O-])c1 (configuration not stated)
→ -9% | -3% | 9% | -1% | -18% | 0% | ? | 9 | 23% | -3%
> O=C(NCc1ccccc1)C(c1ccccc1)N(C(=O)c1csnn1)c1ccccc1 (configuration not stated)
→ 4% | 1% | -8% | -6% | 0% | 2% | -17% | 47 | 1% | -4%
> COC(=O)c1cc(C(=O)OC)cc(-n2c(C)cc(C(=O)COC(=O)CNS(=O)(=O)c3ccc(C)cc3)c2C)c1
→ 24% | -8% | -8%[46.1 µM] | 1% | 3% | 3% | -6% | 0 | -3% | 5%
> COc1cc(NS(=O)(=O)c2ccc(NS(=O)(=O)c3ccccc3)cc2)nc(OC)n1
→ 21% | -1% | 8% | -6% | 1% | 1% | -8% | 9 | -4% | -8%
> CN(Cc1ccccc1)C(=O)COC(=O)/C=C/c1ccco1
→ -21% | 2% | -5% | -2% | -12% | 0% | -7% | -1 | 17% | 2%
> O=C(NCCC1CCCCN1S(=O)(=O)c1ccccc1)C(=O)Nc1ccccc1F (configuration not stated)
→ 17% | . | 3% | 0% | 6% | . | . | -6 | . | 1%
> CS(=O)(=O)N(CC(N)=O)c1cccc(Br)c1
→ 5% | -7% | -4%[46.1 µM] | -1% | 0% | 12% | 8% | -4 | 0% | 0%
> Cn1nccc1NC(=O)Nc1cccc([N+](=O)[O-])c1
→ 20% | -1% | 2% | -3% | -2% | -3% | . | -4 | ? | 3%
> COc1ccccc1NC(=O)C(C(C)C)N1C(=O)c2ccccc2C1=O (configuration not stated)
→ -21% | -2% | 6% | -6% | -1% | 1% | 12% | 5 | 14% | 2%
> C=CCSc1nnc(NC(=O)COc2ccc3ccccc3c2)s1
→ 14% | -1% | 1% | -6% | 1% | 15% | -16% | 10 | 2% | 4%
> CCCCNCc1cc(OC)c(OCC(N)=O)cc1Br
→ -3% | 2% | 1%[46.1 µM] | -5% | -1% | -4% | -15% | -7 | -6% | 20%
> COc1ccc(C(c2nnnn2CCc2ccccc2)N2CCN(C)CC2)cc1OC (configuration not stated)
→ 27% | 5% | 3% | -3% | -2% | 2% | 0% | 4 | 1% | 4%
> CN(C1CCCCC1)S(=O)(=O)c1cccc(C(=O)OCC(=O)NC2CCCc3ccccc32)c1 (configuration not stated)
→ -13% | -1% | 0%[46.1 µM] | -1% | 14% | 3% | -13% | -7 | -7% | 2%
> Cc1cc(C(=O)Nc2ccc(S(=O)(=O)Nc3onc(C)c3C)cc2)c(C)o1
→ -1% | 5% | . | . | -1% | 10% | -20% | -7 | -5% | 0%
> CCCN(C(=O)c1cn(C)c(=O)c2ccccc12)c1ccccc1C
→ -2% | 2% | 6% | 0% | 3% | -2% | -25% | -7 | 1% | -7%
> O=C(CC(=O)c1ccccc1)CS(=O)(=O)c1ccccc1
→ -18% | -2% | -3% | -2% | . | . | . | . | . | .
